Source: PubChem
GC-B act: GC-B (human) receptor activation; P20594; HEK293-GC-B cells, CNP EC30, cGMP TR-FRET; 0% at EC30 CNP, 100% saturating CNP; activation, % at 10 µM; actives 0.11% (n = 370,000); AID 1920062;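 active means activation at 10 µM reaching about 35% in either raw or pattern-adjusted values, limit read from the data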
ssDAF12 agonist: S. stercoralis DAF-12 activation, primary screen | HEK293 ssDAF-12/GRIP1 lit1-tk-luc reporter, luminescence; % of 3 µM dafachronic acid response | actives 1% (n = 370,000) | activation, % at 6.8 µM;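 active means activation above the mean over all tested compounds plus 3 SD, cut at about 0.9% in these data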;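 further: 0% = DMSO-only wells and 100% = 3 µM delta7-dafachronic acid wells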
hcDAF-12 act: activators of H. contortus DAF-12 nuclear receptor. HEK293 hcDAF-12 lit1-tk-luc reporter, luminescence; 0% DMSO, 100% Δ7-dafachronic acid. activation, % at 6.8 µM. actives 1.4% (n = 370,000);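 active means activation above the mean of all tested compounds plus 3 SD, cut at about 5.5% in these data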;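 further: 100% = response to 3 µM Δ7-dafachronic acid high control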
DAX1 inh-1: inhibitors of human orphan nuclear receptor DAX1 (NR0B1) | P51843 | HEK293 Gal4-DAX1 luciferase reporter, luminescence | inhibition, % at 6.75 µM | actives 0.99% (n = 340,000) | AID 504766;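 active means inhibition above the mean over all tested compounds plus 3 SD, cut at about 4.2% in these data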;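 further: 0% = DAX1-transfected cells with DMSO and 100% = empty-vector control cells with DMSO; inhibition shows as a rise in luminescence from relieved DAX1 repression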
Target sequence (P51843 207-470 limits assumed): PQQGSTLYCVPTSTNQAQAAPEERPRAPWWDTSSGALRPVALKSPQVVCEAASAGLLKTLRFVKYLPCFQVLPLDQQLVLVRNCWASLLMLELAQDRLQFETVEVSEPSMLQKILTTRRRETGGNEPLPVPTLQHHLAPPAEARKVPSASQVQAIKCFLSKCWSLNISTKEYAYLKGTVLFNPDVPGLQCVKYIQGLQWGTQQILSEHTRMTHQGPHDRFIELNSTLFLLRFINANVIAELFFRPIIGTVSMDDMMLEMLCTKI
SMARCA2 act: increases SMARCA2 function in MMTV reporter cells; MG213 cells, MMTV-luciferase reporter, dexamethasone, overnight; activation, % at 9.1 µM; actives 1% (n = 370,000); AID 652017; in the data active means activation above about 7.8%;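 further: 0% = vehicle wells and 100% = reference activator wells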
GAA850 FXN act: increases GAA850 frataxin promoter reporter activity; HEK293 lucGAA850 FXN promoter luciferase reporter, 24 h; percent of 10 µM SAHA response; activation, % at 6 µM; actives 0.56% (n = 360,000); AID 540364;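 active means activation above the average of all compounds screened plus 3 SD, cutoff fixed separately per campaign, cut at about 7.5% in these data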;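 further: 0% = DMSO wells and 100% = 10 µM SAHA wells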
ADAM10 inh: inhibitors of human ADAM10; actives 0.62% (n = 370,000); recombinant ADAM10, EDANS/DABCYL FRET peptide cleavage, 3 h; O14672; inhibition, % at 7 µM; AID 720582;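 active means inhibition above a per-campaign cutoff equal to the mean of compounds falling between control-based bounds plus 3 SD, cut at about 20% in these data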;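 further: 0% = DMSO wells while the 100% control is not disclosed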
Target sequence (O14672 214-748 limits assumed): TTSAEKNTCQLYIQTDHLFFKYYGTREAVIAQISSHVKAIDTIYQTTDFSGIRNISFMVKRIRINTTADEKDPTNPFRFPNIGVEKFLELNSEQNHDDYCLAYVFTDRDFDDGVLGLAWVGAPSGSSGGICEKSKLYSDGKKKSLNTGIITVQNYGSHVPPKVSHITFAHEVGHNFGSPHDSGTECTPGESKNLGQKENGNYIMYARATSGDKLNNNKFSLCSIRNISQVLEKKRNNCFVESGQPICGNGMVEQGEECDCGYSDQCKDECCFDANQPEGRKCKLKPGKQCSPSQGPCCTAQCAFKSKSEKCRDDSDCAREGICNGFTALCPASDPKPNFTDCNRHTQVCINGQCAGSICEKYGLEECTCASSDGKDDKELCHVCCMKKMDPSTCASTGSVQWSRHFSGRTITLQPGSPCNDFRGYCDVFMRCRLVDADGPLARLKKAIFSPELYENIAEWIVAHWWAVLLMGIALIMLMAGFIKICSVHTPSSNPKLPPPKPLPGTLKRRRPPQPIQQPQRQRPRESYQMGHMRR
NPR1 activator: GC-A (human) enzyme activation; activation, % at 10 µM; P16066; HEK293 GC-A cells, cGMP TR-FRET, EC30 ANP; 0% at EC30 ANP, 100% saturating ANP; actives 0.14% (n = 370,000); in the data active means activation above about 40%
DAX1 inh-2: DAX1 (NR0B1) inhibition, primary screen; HEK293T StAR-luciferase reporter, SF-1/DAX-1 repression relief; inhibition, % at 6.8 µM; actives 1.1% (n = 370,000); AID 652010;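 active means inhibition above the mean over all tested compounds plus 3 SD, cut at about 3.6% in these data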;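 further: 0% = DAX-1 cells with DMSO and 100% = cells lacking DAX-1 with DMSO; higher inhibition means more luminescence from relief of DAX-1 repression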
HGIII-sPLA2 inh: Blocks human group III sPLA2 activity. inhibition, % at 12.2 µM. AID 743126. QFRET BODIPY PC-A2 liposome hydrolysis, fluorescence. Q9NZ20. actives 0.56% (n = 370,000);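 active means inhibition above mean plus 3 SD of compounds lying within the high and low control bounds, cut at about 19% in these data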;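 further: 0% = median of test compound wells and 100% = no enzyme DMSO wells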
hgDAF12 agonist: hgDAF-12 agonism, primary luciferase screen | actives 1.8% (n = 370,000) | HEK293 GAL4-hgDAF12 UAS-luciferase reporter, agonist luminescence; normalized to butyrate control | activation, % at 6.8 µM;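 active means activation above a cutoff set at the mean of all screened compounds plus 3 SD, cut at about 10% in these data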;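 further: 0% = DMSO wells and 100% = sodium butyrate wells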
The depositor's hits bear a star; · = not tested or not shown.

SMILES	GC-B act	ssDAF12 agonist	hcDAF-12 act	DAX1 inh-1	SMARCA2 act	GAA850 FXN act	ADAM10 inh	NPR1 activator	DAX1 inh-2	HGIII-sPLA2 inh	hgDAF12 agonist
CC(Sc1nc2c(cc1C#N)CCCCC2)C(=O)O (centres undefined)	2	-1.2	-1.9	·	-2	·	-7	-2	-0.3	5	-4.3
COc1cc(OC)c(C2N(c3ccc(Cl)c(Cl)c3)C(=O)C3CCCN32)cc1OC (centres undefined)	-16	-0.8	-0.1	-0.2	-2	-1.2	-69	-33	-0.3	5	4.9
Cc1ccc(C)c(S(=O)(=O)N2CCN(C(=O)C3CCN(c4ncnc5sc(C)c(C)c45)CC3)CC2)c1	3	-2.5	-4.8	-3.7	-7	-0.9	3	-1	-4.3	-4	-1.0
N#CCCN1CCN(Cn2c3ccccc3c3ccccc32)CC1	-3	-0.6	-0.5	0.9	0	0.7	-11	-5	-0.5	-4	-0.3
CCCSc1nnc(N)s1	4	-1.6	-0.1	0.1	-2	3.5	4	-1	-0.3	15	2.9
CCN(CC)S(=O)(=O)c1cc(NC(=O)C2Cc3ccccc3C(=O)O2)ccc1C (centres undefined)	1	-1.8	-1.5	-0.6	1	0.3	1	-1	0.0	-10	4.2
O=C(N/N=C/c1cn(-c2ccccc2)nc1-c1cccnc1)c1ccccc1	0	-2.6	-2.7	-0.6	4	2.4	9	1	-0.9	1	2.8
CCOC(=O)C1=C(C)N(CCCC(=O)O)C(=O)NC1c1ccccc1OS(=O)(=O)c1ccc([N+](=O)[O-])cc1 (centres undefined)	1	-1.4	0.8	-0.8	-1	0.0	14	-1	0.4	10	1.8
O=C(C1CC(=O)N(c2ccc3c(c2)OCCO3)C1)N1CCN(c2ccccc2)CC1 (centres undefined)	6	-2.9	-3.9	-2.2	-5	-8.3	-1	2	-2.4	-2	-6.6
Cc1cc(=O)oc(C)c1C(=O)N[C@@H](Cc1ccccc1)C(=O)O	-1	-1.0	0.6	0.3	-2	1.8	-9	1	0.2	7	4.9
O=C(CCC1CCCC1)NCCCNC(=O)CCC1CCCC1	-3	-0.3	5.9*	0.2	-1	-0.3	4	-2	-0.5	-2	5.3
COc1ccccc1CC1CC(=O)N(c2ccc([N+](=O)[O-])cc2)C1=O (centres undefined)	1	-1.4	-1.2	-0.5	-1	4.4	-3	5	-1.3	-8	2.6

Three entries already listed, ordered by length of the SMILES, descending:
SMILES	GC-B act	ssDAF12 agonist	hcDAF-12 act	DAX1 inh-1	SMARCA2 act	GAA850 FXN act	ADAM10 inh	NPR1 activator	DAX1 inh-2	HGIII-sPLA2 inh	hgDAF12 agonist
Cc1ccc(C)c(S(=O)(=O)N2CCN(C(=O)C3CCN(c4ncnc5sc(C)c(C)c45)CC3)CC2)c1	3	-2.5	-4.8	-3.7	-7	-0.9	3	-1	-4.3	-4	-1.0
O=C(C1CC(=O)N(c2ccc3c(c2)OCCO3)C1)N1CCN(c2ccccc2)CC1 (centres undefined)	6	-2.9	-3.9	-2.2	-5	-8.3	-1	2	-2.4	-2	-6.6
Cc1cc(=O)oc(C)c1C(=O)N[C@@H](Cc1ccccc1)C(=O)O	-1	-1.0	0.6	0.3	-2	1.8	-9	1	0.2	7	4.9

Next results:
SMILES	GC-B act	ssDAF12 agonist	hcDAF-12 act	DAX1 inh-1	SMARCA2 act	GAA850 FXN act	ADAM10 inh	NPR1 activator	DAX1 inh-2	HGIII-sPLA2 inh	hgDAF12 agonist
CC1Sc2ccc(C(=O)Nc3ncccc3O)cc2NC1=O (centres undefined)	-8	-0.2	5.3	2.2	5	0.9	-10	-2	13*	-8	18*
COc1cccc2cc(C(=O)OC(C)C(=O)c3ccc(C)cc3)c(=O)oc12 (centres undefined)	1	-1.6	-1.6	0.8	-2	-0.1	-12	3	-0.7	9	-0.2
COc1ccc(N2CCN(C(=O)c3oc4ccccc4c3NC(=O)Cc3ccc(OC)c(OC)c3)CC2)cc1	3	-0.8	-0.7	-1.1	-1	-0.4	2	-1	-1.9	5	-0.6
O=c1cc[nH]c2ccc([N+](=O)[O-])cc12	-7	-0.1	2.6	0.2	6	1.1	-5	6	-1.1	0	7.2
CN(C)CCCN(C(=O)c1ccc(S(=O)(=O)N2CCc3ccccc3C2)cc1)c1nc2c(F)cccc2s1	-4	0.2	3.0	0.7	-2	-1.1	1	-5	0.9	-13	-1.2
Cc1ccc(NC(=O)C(C)OC(=O)Cn2[nH]c(=O)c3ccccc3c2=O)cc1 (centres undefined)	2	-1.1	0.5	0.1	-1	-1.9	-7	0	0.2	1	4.4
Cc1[nH]c(=O)c(C#N)c(C)c1Br	-6	-1.5	-0.4	0.4	1	2.0	-19	-6	0.1	-3	-1.9
CCCN1CCC(=O)N([C@H](CSc2ccc(C)cc2)c2ccccc2)CC1	2	-0.7	2.7	0.2	4	4.7	-20	-5	1.9	5	9.3
CCN(CC)c1ccc(N=C2C=CC(=O)C=C2NC(C)=O)cc1	-12	0.3	2.7	·	1	1.7	-8	-10	3.9*	3	7.6
CC(=O)c1ccc(OCC(O)CN2CCc3ccccc3C2)cc1 (centres undefined)	0	-1.3	0.0	-0.3	-1	0.1	-3	3	0.2	3	-0.9
C=CCn1c(SCC(=O)Nc2nnc(CC)s2)nnc1-c1cccnc1	6	-1.4	-1.4	0.3	-4	1.2	-16	-1	0.8	1	0.6
CCn1cc(C(=O)OCC(=O)Nc2ccc(S(=O)(=O)N3CCCC3)cc2)c(=O)c2ccc(C)nc21	0	-1.4	-1.3	-1.0	-3	-1.2	-3	2	-0.9	-8	-0.1
COc1cc(C)c(S(=O)(=O)NCc2ccc3c(c2)OCO3)cc1C	1	-0.7	-2.7	-1.0	-4	-1.8	-9	3	0.0	-5	-1.8
Cc1ccc(CSCCNC(=O)c2cccc([N+](=O)[O-])c2)cc1	2	-0.6	-0.4	-1.1	-2	1.9	7	2	-0.1	-2	-3.1
COc1cccc(S(=O)(=O)N(C)C[C@H]2OCc3cnnn3CCCC(=O)N([C@H](C)CO)C[C@H]2C)c1	4	-1.2	1.6	0.8	3	-2.1	5	3	0.4	2	-0.1
Nc1nc(SCc2ccc(Br)cc2)n[nH]1	1	-1.5	-0.3	0.3	2	1.8	-3	6	0.1	0	3.4
Cc1[nH]c2ccccc2c1C(=O)COC(=O)C1CC(=O)N(Cc2ccccc2)C1 (centres undefined)	1	-1.1	0.5	0.3	2	0.5	8	-1	0.3	-15	-1.0
Cc1cc(C(=O)OCC(=O)N2CC(=O)Nc3ccccc32)c(C)n1-c1ccccc1	-1	-2.4	-1.4	-1.5	-5	0.8	2	1	-0.6	-16	-0.1
COc1cccc(NC(=O)c2nnn(Cc3ccc(Br)cc3F)c2N)c1	3	-1.1	-0.9	0.2	1	1.4	0	-2	0.7	-4	8.1
CC(C)CNc1oc(-c2ccco2)nc1C#N	0	-1.2	-0.7	0.4	-2	3.8	-266	0	-0.5	4	-0.4
O=C(NCc1ccc(Cl)cc1)c1cccc(S(=O)(=O)N2CCCC2)c1	-3	-1.0	0.0	0.2	-4	-1.0	-1	-4	2.2	5	-3.2
COC(=O)C[C@H]1CC[C@H]2[C@H](COc3ccc(NC(=O)C4CCOCC4)cc3C(=O)N2C)O1	6	-0.5	-0.6	·	-5	·	-13	3	-0.1	17	0.8
CCOC(=O)c1cc(=O)c2ccc(OCc3ccccc3)cc2o1	3	-1.1	-1.9	-0.6	0	2.2	-2	-2	0.1	0	1.4
O=C(CCC(=O)c1cccs1)OCC(=O)c1ccc(F)cc1	-1	-1.2	0.3	2.5	-4	1.4	-11	4	2.1	-8	6.3
COc1cc(/C=C/C(=O)Nc2nc3ccc(S(=O)(=O)NC(C)C)cc3s2)cc(OC)c1OC	5	-0.9	-2.8	0.7	0	-1.3	-82	-5	-1.1	3	-1.7
O=C1c2ccccc2C(=O)N1CCCC(=O)N1CCCc2ccccc21	-3	-0.5	1.0	2.2	0	-1.2	3	-1	0.0	-3	1.6
Cn1c(CSc2nnc(SCc3ccccc3)s2)nc2ccccc21	-3	-1.0	1.5	1.5	-3	1.2	-18	-3	0.2	-53	-0.1
COc1ccc(-c2nc3ccc(N4CCCC4)cc3c(=O)[nH]2)cc1OC	-4	-0.6	-2.7	1.2	-4	-3.2	-429	5	0.1	2	-0.5
CCc1noc(C)c1C(=O)Nc1cc(Cl)ccc1N1CCCC1	1	-0.8	-1.9	2.4	-3	0.9	-3	-3	-0.8	6	1.8
Cc1ccc2cn[nH]c2c1[N+](=O)[O-]	-2	-0.1	5.6*	4.9*	-1	1.4	0	-2	0.5	0	0.8
COCCNc1nc(-c2ccccc2)nc2c1oc1ccccc12	-14	-1.0	0.6	1.2	-5	1.9	4	2	-0.9	-4	3.4
CCCN(CCC)CCNC(=O)c1cc2c(C)nc3ccccc3c2o1	-3	-1.3	0.4	-0.1	1	-0.6	-8	7	1.1	0	2.4
COc1ccccc1C1C(C(C)=O)=C(C)N=c2s/c(=C\c3cc(OC)c(OC)c(OC)c3)c(=O)n21 (centres undefined)	14	-1.6	-1.7	0.7	-2	0.0	5	7	-0.1	-2	-0.8
O=C(CCn1cccc1)Nc1ccc(OC(F)(F)F)cc1	0	-0.8	-1.2	0.8	1	2.1	4	3	2.3	-17	-0.4
COc1cccc(CNC(=O)CCC2CCCN(C(=O)c3cc(C)on3)C2)c1 (centres undefined)	2	-0.5	-0.2	1.1	0	0.7	2	-1	-0.3	2	-1.0
CCN1/C(=C/C(=O)c2ccco2)Sc2ccccc21	7	-0.3	3.9	0.2	2	2.5	-8	2	-0.1	-2	3.2
O=C(O)Cc1sc(Nc2ccccc2)nc1-c1cccs1	-7	-0.1	6.9*	7.8*	2	5.0	-17	-6	1.2	-3	10
CCN1CN(Cc2ccco2)CNC1=S	4	-1.4	-2.5	0.3	1	2.7	-7	2	0.4	4	0.7
Cc1ccc(S[C@@H](CCN2CC[C@H](O)CCC2=O)c2ccccc2)cc1	2	-0.9	-0.5	0.6	1	1.9	-5	3	0.1	1	-1.0
CCS(=O)(=O)N1Cc2ccccc2CC1C(=O)N1CCN(c2cccc(C)c2C)CC1 (centres undefined)	0	-1.6	-0.6	-1.1	-2	-1.9	1	4	-0.9	-12	-1.8
COc1cccc(C(=O)COC(=O)CCC(=O)NC2CCCCC2)c1	3	-1.7	0.4	3.5	3	0.1	2	0	-0.1	-2	-1.8
NC(=O)CSc1ccc(-c2ccc(F)cc2)nn1	3	-1.1	0.3	0.5	2	0.8	0	-2	0.3	1	1.4
O=C(CSc1ncnc2sccc12)NC1CCS(=O)(=O)C1 (centres undefined)	0	-0.9	-1.9	-1.4	-6	0.5	-3	-4	-0.7	10	-0.9
CCCC1S/C(=N/N=C/c2ccco2)NC1=O (centres undefined)	0	0.1	-1.8	-0.5	-2	0.9	0	-3	0.0	7	1.9
COc1ccc(C=NNC(=O)c2cc(-c3ccc(C)c(C)c3)n[nH]2)cc1OCc1ccccc1	2	-1.2	-0.5	·	-7	·	-7	-4	-1.7	-7	9.0
CN(Cc1ccon1)C(=O)CC1C(=O)NCCN1CC1CCCCC1 (centres undefined)	4	-1.2	-1.0	-0.7	0	1.4	-42	3	-0.6	1	-0.2
CCCCNC(=O)CSc1nc2cc3c(cc2c(=O)n1CCCN(CC)CC)OCO3	-5	-0.9	0.5	1.0	-1	-2.7	-20	-3	0.2	-5	-0.5

This is a random part of the collection, and some 6.6% of all compounds hit somewhere here.
